GPR151 activ: activates the human receptor GPR151. PathHunter beta-arrestin GPR151 cells, luminescence. activation, % at 11.2 µM. 650,000 tested, 1% active. AID 1508602; in the data active = activation above about 4.9%;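 also: 0% = median of compound wells and 100% = cells with positive control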
MITF inh: blocks human microphthalmia-associated transcription factor; AlphaScreen MITF homodimerization, bead proximity signal; inhibition, % at 2.6 µM; O75030; 650,000 tested, 0.91% active; in the data active = inhibition above about 50%;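 also: 0% = vehicle wells with protein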
TEAD-YAP block: TEAD-YAP interaction inhibition. HEK-TIYL cells, TEAD-Gal4/YAP UAS-luciferase luminescence. inhibition, % at 9.12 µM. 640,000 tested, 1.4% active. AID 1259422; in the data active = inhibition above about 32%;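 also: 0% = median of test compound wells and 100% = reference inhibitor wells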
FBW7 activator: human FBW7 E3 ligase activation, primary screen; Q969H0; AlphaScreen FBW7–phospho-cyclin E peptide binding, activator screen; normalized activity (activation), % at 26.1 µM; 650,000 tested, 0.13% active; in the data active = normalized activity above about 1.9%;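 also: purified mutant Fbw7 with reduced substrate affinity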
Target sequence (Q969H0 whole entry, looked up): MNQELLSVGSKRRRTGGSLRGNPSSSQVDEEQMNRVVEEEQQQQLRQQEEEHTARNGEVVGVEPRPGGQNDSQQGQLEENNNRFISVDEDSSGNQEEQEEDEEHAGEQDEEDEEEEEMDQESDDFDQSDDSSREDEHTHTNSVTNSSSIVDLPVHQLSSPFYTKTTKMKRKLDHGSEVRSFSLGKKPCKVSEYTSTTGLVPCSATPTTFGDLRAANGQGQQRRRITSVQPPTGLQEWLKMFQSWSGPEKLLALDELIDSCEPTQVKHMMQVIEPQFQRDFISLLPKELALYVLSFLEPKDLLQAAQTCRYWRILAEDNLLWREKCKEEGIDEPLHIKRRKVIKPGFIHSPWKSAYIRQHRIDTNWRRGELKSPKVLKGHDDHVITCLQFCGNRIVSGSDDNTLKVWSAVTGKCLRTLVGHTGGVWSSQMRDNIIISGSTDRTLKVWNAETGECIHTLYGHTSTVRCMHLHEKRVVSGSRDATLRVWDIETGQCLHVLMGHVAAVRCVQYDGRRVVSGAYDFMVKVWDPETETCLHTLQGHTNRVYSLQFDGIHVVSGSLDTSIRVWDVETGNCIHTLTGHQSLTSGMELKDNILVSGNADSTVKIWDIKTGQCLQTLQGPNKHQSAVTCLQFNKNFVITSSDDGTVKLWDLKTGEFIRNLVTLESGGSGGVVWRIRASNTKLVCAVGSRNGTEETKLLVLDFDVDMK
Starred values were filed as active, the others as inactive; · = not tested or not shown. Random draw from the library, and some 3.5% of all compounds hit somewhere here.

#1 COc1ccccc1CNC(=O)CN(c1ccccc1OC)S(C)(=O)=O
#2 O=[N+]([O-])/C=C/c1cccn1-c1ccc(Br)cc1
#3 Cc1cc(C)cc(NC(=O)CCC(=O)O)c1
#4 Cc1nnc(NC(=O)Cn2ccnc2)s1
#5 Fc1cccc(-c2cc3nc4c(c(N5CCN(c6ncccn6)CC5)n3n2)CCC4)c1
#6 COc1ccccc1C1CC(c2cccc(NS(C)(=O)=O)c2)=NN1C(=O)c1ccccc1 (stereo not drawn)
#7 CC1SC(C)C(=O)N(CC(=O)Nc2ccc3c(c2)OCO3)C1=O (stereo not drawn)
#8 COc1ccc(-c2coc3cc(O)ccc3c2=O)c(O)c1O
Screen / compound no.	1	2	3	4	5	6	7	8
GPR151 activ	1.7	-1.4	1.0	1.8	3.0	-0.9	-2.0	-1.4
MITF inh	11	21	1	21	-4	-13	11	80*
TEAD-YAP block	5	0	7	-2	-6	-3	7	-8
FBW7 activator	0.1	0.4	0.1	0.6	0.1	0.0	0.1	0.3

#9 COc1ccccc1C(NC(=O)c1cccnc1)c1cc(Cl)c2cccnc2c1O (stereo not drawn)
#10 COC(=O)[C@@H]1CCCN1C(=O)c1c(OC)cc(=O)n2c1CCN(Cc1cccs1)CC2
#11 O=C(NC1CCCCC1)c1cc2cc([N+](=O)[O-])ccc2oc1=O
#12 Cc1oc(-c2cccc(Cl)c2)nc1CSCC(=O)NCCC(C)C
#13 CC(C)c1ccc(CNC(=O)c2cccc(C(=O)NCc3ccc(C(C)C)cc3)c2)cc1
#14 O=C(Nc1nncs1)C(=O)c1c[nH]c2ccccc12
#15 O=C(Cc1ccc(F)cc1)NC1CCCCCC1
#16 O=C(CSc1n[nH]c(=O)n1C1CC1)NCc1ccc2c(c1)OCO2
Screen / compound no.	9	10	11	12	13	14	15	16
GPR151 activ	1.2	-0.1	-0.2	-1.1	-1.0	0.4	-0.3	6.3*
MITF inh	4	11	7	16	-5	0	11	-12
TEAD-YAP block	19	2	12	-1	-5	-21	-14	17
FBW7 activator	-0.3	-0.1	0.4	0.1	0.1	-0.2	-0.1	-0.2

Gathered by group, the entries above containing a Cl atom
#9 COc1ccccc1C(NC(=O)c1cccnc1)c1cc(Cl)c2cccnc2c1O (stereo not drawn)
#12 Cc1oc(-c2cccc(Cl)c2)nc1CSCC(=O)NCCC(C)C
Screen / compound no.	9	12
GPR151 activ	1.2	-1.1
MITF inh	4	16
TEAD-YAP block	19	-1
FBW7 activator	-0.3	0.1

Continuation:
#17 COc1cc(-c2nc3ccc(C(=O)NCCC4=CCCCC4)cc3nc2-c2cc(OC)c(OC)c(OC)c2)cc(OC)c1OC
#18 Cc1cc(CN(C)C(=O)CC2C(=O)NCCN2CCC(C)C)n[nH]1 (stereo not drawn)
#19 Cc1ccc(-c2nnc(-c3ccccc3)o2)cc1Br
#20 O=C(Nc1ccc2c(c1)OCO2)c1cc2ncc(Br)cn2n1
#21 O=C(NC1CC2CCC(C1)N2Cc1nnnn1Cc1cccs1)C1CC1 (stereo not drawn)
#22 Cc1cc(NC(=S)N(CCCN2CCCC(C)C2)Cc2ccco2)ccc1Cl (stereo not drawn)
#23 CC1CN(CCCCOc2ccc(I)cc2)CC(C)O1 (stereo not drawn)
#24 CCN(CC)CCN(CC)Cc1ccc(F)cc1F
Screen / compound no.	17	18	19	20	21	22	23	24
GPR151 activ	-0.5	-1.9	0.0	1.8	0.2	-0.4	-0.1	0.6
MITF inh	1	-9	5	6	-5	9	22	13
TEAD-YAP block	7	-11	-51	5	-3	-1	4	1
FBW7 activator	0.0	0.2	-0.2	0.1	-0.1	0.9	-0.1	-0.1

#25 CCCCc1nc2c(c3c1C[C@H](C)OC3)CN(C(=O)c1cc(I)ccc1F)CC2
#26 O=C(CNCc1ccc(F)cc1)Nc1ccc(N2CCCC2)cc1
#27 CCCCCC1CCC(c2ccc(C(=O)Nc3cccnc3)cc2)CC1 (stereo not drawn)
#28 O=C(CSc1nc2ccccc2c(=O)n1CC1CCC(C(=O)NCCc2ccccc2)CC1)NCCC1=CCCCC1 (stereo not drawn)
#29 O=C(O)C(NS(=O)(=O)c1ccccc1)c1ccccc1 (stereo not drawn)
#30 COc1ccc(/C=C2\Oc3c(ccc(O)c3CN3CCCCC3)C2=O)c(OC)c1
#31 O=C(Nc1cccc(C(=O)N2CCN(Cc3ccc4c(c3)OCO4)CC2)c1)c1ccccc1
#32 Cc1cc(C)cc(CN2CCc3nnc(CNC(=O)C4CCC(=O)N4)n3CC2)c1 (stereo not drawn)
Screen / compound no.	25	26	27	28	29	30	31	32
GPR151 activ	0.1	-0.8	-1.4	1.6	1.2	0.1	1.1	-1.0
MITF inh	-9	53*	-4	-8	2	2	-12	2
TEAD-YAP block	·	6	-1	-5	5	-4	11	7
FBW7 activator	0.0	-0.1	0.0	0.1	-0.4	0.1	-0.1	-0.1

3 records picked at random from those above:
#2 O=[N+]([O-])/C=C/c1cccn1-c1ccc(Br)cc1
#16 O=C(CSc1n[nH]c(=O)n1C1CC1)NCc1ccc2c(c1)OCO2
#11 O=C(NC1CCCCC1)c1cc2cc([N+](=O)[O-])ccc2oc1=O
Screen / compound no.	2	16	11
GPR151 activ	-1.4	6.3*	-0.2
MITF inh	21	-12	7
TEAD-YAP block	0	17	12
FBW7 activator	0.4	-0.2	0.4

The listing continues:
#33 CCOC(=O)N1CCN(C(=O)CC(C)(C)CC2=NS(=O)(=O)c3ccccc3N2)CC1
#34 CC(=O)c1c(C)n(CC(=O)NC2CCCC2)c2ccccc12
#35 CC(=O)c1ccc(S(=O)(=O)NCc2ccccc2)cc1
#36 O=C(NCCNc1cc(N2CCCC2)ccc1[N+](=O)[O-])c1cccc(Br)c1
#37 COC(=O)C1=C(C)Nc2nc(-c3ccccc3)nn2C1c1ccc(C)o1 (stereo not drawn)
#38 COc1ccc(-c2nccc(Nc3cc(OC)c(OC)c(OC)c3)n2)cn1
#39 O=C(CCc1nnc(Cc2cccc(C(F)(F)F)c2)o1)NC1CC1
#40 CCSc1nnc2c(n1)OC(c1cc(Cl)c(O)c(OC)c1)Nc1ccc(Br)cc1-2 (stereo not drawn)
Screen / compound no.	33	34	35	36	37	38	39	40
GPR151 activ	-0.3	0.8	0.0	-0.5	-0.6	0.4	-0.2	0.2
MITF inh	8	5	8	12	1	5	26	17
TEAD-YAP block	2	-1	-4	-1	2	60*	-4	4
FBW7 activator	0.1	-0.1	0.1	0.2	-0.1	-0.1	0.0	0.0

#41 COc1ccc(-n2nc3ccc(NC(=O)c4ccccc4F)cc3n2)cc1
#42 N#CC1=C(N)Oc2n[nH]c(-c3ccc4c(c3)OCO4)c2C12C(=O)N(CC(=O)O)c1ccccc12 (stereo not drawn)
#43 O=C(NCc1ccco1)C(NS(=O)(=O)c1cccc2nsnc12)c1ccccc1 (stereo not drawn)
#44 COc1ccc(OC)c(NC(=O)Cc2cccc3ccccc23)c1
#45 Cc1nc2sccn2c(=O)c1S(=O)(=O)N1CCN(c2ccccn2)CC1
#46 COC(=O)C1=C(C)N(C)C(=O)NC1c1ccc(OC)cc1 (stereo not drawn)
#47 O=C(COc1ccc(F)cc1)Nc1cccc(C(=O)O)c1
#48 Cc1ccc(Nc2nc(N)nc(CN3CCN(c4ccccc4F)CC3)n2)c(C)c1
Screen / compound no.	41	42	43	44	45	46	47	48
GPR151 activ	-0.5	0.0	-0.2	-0.7	1.0	0.7	6.5*	0.7
MITF inh	-2	3	16	-3	0	2	6	13
TEAD-YAP block	-12	15	9	-9	-7	5	-10	10
FBW7 activator	0.0	0.0	0.3	-0.1	0.3	-0.1	0.2	-0.2

Entries above with a thiophene ring, fused or not, in the order listed:
#10 COC(=O)[C@@H]1CCCN1C(=O)c1c(OC)cc(=O)n2c1CCN(Cc1cccs1)CC2
#21 O=C(NC1CC2CCC(C1)N2Cc1nnnn1Cc1cccs1)C1CC1 (stereo not drawn)
Screen / compound no.	10	21
GPR151 activ	-0.1	0.2
MITF inh	11	-5
TEAD-YAP block	2	-3
FBW7 activator	-0.1	-0.1

Later entries.
#49 Cc1ccc2nc(N3C(=O)CNC3=S)sc2c1
#50 COCCNC(=O)c1nn(-c2cccc(OC)c2)c(=O)c2ccccc12
#51 CC1CN(c2ccc([N+](=O)[O-])c(NCCOc3ccc(Cl)cc3)c2)CC(C)N1 (stereo not drawn)
#52 COc1cc(NC2c3ccccc3C(=O)N2c2ccccn2)cc(OC)c1OC (stereo not drawn)
#53 Cc1ccc(Cl)cc1N1CCN(C(=O)c2noc(C)c2[N+](=O)[O-])CC1
#54 Cc1csc(NC(=O)CNS(=O)(=O)c2cccs2)n1
#55 Cc1cncc2cccc(NC3CCN(C(=O)C(N)c4ccc(Br)cc4)CC3)c12 (stereo not drawn)
#56 Cc1cnc(Nc2nc3ccccc3n2C)nc1Nc1ccc(N2CCOCC2)cc1
Screen / compound no.	49	50	51	52	53	54	55	56
GPR151 activ	-6.5	-1.1	3.6	-1.4	0.9	0.1	-1.6	-1.5
MITF inh	-3	0	2	8	12	-6	23	18
TEAD-YAP block	-33	2	4	-5	10	-6	32	-28
FBW7 activator	-0.7	0.0	-0.1	0.0	0.3	-0.1	-0.6	-0.2

#57 COCCCNC(=O)c1ccc(CS(=O)(=O)c2ccc(OC)cc2)o1
#58 Cc1ccc2c(c1)sc(=NC(=O)CCS(=O)(=O)c1ccccc1)n2C
#59 COCCn1c(=N)c(C(=O)NCCN2CCOCC2)cc2c(=O)n3cc(C)ccc3nc21
#60 CCN(CC)c1ccc(C=C2C(=O)NC(=O)NC2=O)c(OCc2ccc(F)cc2)c1
#61 CCOc1ccc(C(CC(=O)O)NC(=O)C2CCCCC2)cc1OC (stereo not drawn)
#62 Cc1c(Cl)cccc1N1C(N)=C(C#N)C(c2ccc([N+](=O)[O-])cc2)C2=C1CCCC2=O (stereo not drawn)
#63 Clc1ccc(-n2cc(-c3ccccc3)c3c(N4CCCCC4)ncnc32)cc1
#64 Cc1ccc(-c2csc3c(=O)n(CC(=O)NCCCc4ccccc4)cnc23)cc1
Screen / compound no.	57	58	59	60	61	62	63	64
GPR151 activ	0.1	-0.9	1.5	-0.2	-1.1	1.2	1.3	-1.7
MITF inh	-2	6	2	10	-3	4	2	-7
TEAD-YAP block	2	0	3	11	1	-11	12	-6
FBW7 activator	-0.2	0.2	-0.1	-1.2	0.1	0.0	0.0	0.0

#65 COc1cc(C(=O)Nc2cnc(NC(=O)c3ccco3)cc2C)cc(OC)c1OC
#66 Cc1ccccc1C(=O)Nc1nnc(C2CCCCC2)s1
#67 COc1cccc(OC)c1OCCOCCOc1ccccc1OC(C)C
#68 O=C(CNc1ccc2ccccc2c1)NNC1=NCCC1
#69 Cc1cccc(NC(=O)CCC2CCN(C(=O)CCc3ccccn3)CC2)c1
#70 CCC1CN(Cc2ccccc2O)Cc2cc(OC)ccc2O1 (stereo not drawn)
#71 O=C(CN1C(=O)C2CCCCC2C1=O)OCC(=O)c1ccc(F)cc1 (stereo not drawn)
#72 CCCN1CC=C2C(C#N)=C(N)C(C#N)(C#N)C(C(C)C)C2C1 (stereo not drawn)
Screen / compound no.	65	66	67	68	69	70	71	72
GPR151 activ	1.0	-2.1	0.9	0.5	0.5	-0.1	1.9	-0.6
MITF inh	-6	21	-17	1	7	-3	3	19
TEAD-YAP block	-12	-9	2	4	-3	0	-10	-7
FBW7 activator	0.0	0.4	-0.1	-0.1	0.3	0.0	0.1	0.5

#73 CC(C)(CO)NCC(O)COCc1ccc(Cl)cc1 (stereo not drawn)
#74 CCn1cc(Br)c(C(=O)Nc2ccccc2SC)n1
#75 O=C(NCC1CCCO1)c1cc2ncc(Br)cn2n1 (stereo not drawn)
#76 COc1cc(C(=O)N2CCN(Cc3ccc(C)cc3)CC2)cc(OC)c1OC
#77 COC(=O)CSc1nnnn1-c1ccc(C(N)=O)cc1
#78 COc1cc(/C=C2/SC(=S)N(CC(=O)O)C2=O)cc(OC)c1OC
#79 O=C(NCc1cccnc1)c1cc(-c2ccco2)on1
#80 COc1ccc(OCCC(=O)NCCN2CCOCC2)cc1
Screen / compound no.	73	74	75	76	77	78	79	80
GPR151 activ	-0.3	1.2	-0.1	0.2	-0.8	-1.8	-0.9	0.8
MITF inh	-5	-1	-12	48	-4	-3	2	42
TEAD-YAP block	7	13	-3	7	-7	5	-24	-4
FBW7 activator	0.6	0.0	-0.3	0.0	-0.1	-0.1	0.7	0.3
